BRCA1 expr up: activators of BRCA1 expression. 1.1% of 380,000 active. MCF7-BRCA1-FFLuc reporter, luminescence, 48 h; response scale: scaled: vehicle 0%, 10 µM genistein 100%. Potency, µM (top dose mostly 46.1 µM), for the others: at the top dose activation, most hits filed as activators; active means well fitted activation curve with a large enough effect; inconclusive means small, poorly fitted or top-dose-only effect; inactive means no such curve, though single readings can be large or run the other way; further: nearly all actives have a fitted effect of over 80% in size; some results filed as inactive show a strong effect at the top dose
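48 h compound treatment of MCF7-BRCA1-FFLuc cells (phenol-red free MEM, 37 °C), then 15 min with luciferase substrate and luminescence imaging.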
Numbers without * were called inactive; & = joins results of further samples. Potency means the concentration at half of the fitted maximal effect.

Screening COc1ccc(OCCN2CCC(C(=O)NC(c3ccsc3)c3ccccc3C)CC2)cc1 (stereo not given) returned BRCA1 expr up 27%.
c1nc(SSc2ncc3n[nH]nc3n2)nc2n[nH]nc12 was read as BRCA1 expr up 11%.
For CCCC(=O)Nc1cccc(NC(=O)Cc2ccc(Cl)cc2)c1 the results were BRCA1 expr up -7%.
`CN(C(=O)Cn1c(=O)n(CCCS(=O)(=O)C2CCCCC2)c(=O)c2ccccc21)c1ccccc1` gave BRCA1 expr up -2%.
COc1ccc(CNC(=O)C2CCN(S(=O)(=O)c3ccc4c(ccn4C)c3)CC2)cc1 was read as BRCA1 expr up -9%.
CCCCN(CCCC)C1=C(C(=O)c2ccccc2)N(C)S(=O)(=O)c2ccccc21 was read as BRCA1 expr up -11%.
CNc1cncc(-c2cccnc2)n1 was read as BRCA1 expr up 2%.
COC(=O)c1c(SC)nc2ccccc2c1OCc1ccc(Br)cc1 was read as BRCA1 expr up -15%.
`Cc1ccc(Cn2c(C)c(C(=O)NCC(C)C)sc2=O)cc1` gave BRCA1 expr up -2%.
Screening CCCS(=O)(=O)NC(=O)C1(C)CCN(C(=O)c2ccc(F)c(Cl)c2)C1 (stereo not given) returned BRCA1 expr up 1%.
Screening O=C(Cn1c(SCc2ccccc2F)nc2ccncc21)Nc1ccccc1C(F)(F)F returned BRCA1 expr up 5%.
CC1(C(=O)NCc2ccco2)Cc2c(-c3ccc(C(N)=O)cc3)ccnc2O1 (stereo not given) was read as BRCA1 expr up -40%.
Screening O=C(Cc1ccccc1)NO returned BRCA1 expr up 8%.
For O=c1[nH][nH]c2c1[C@H](CCc1cccc(Cl)c1)O[C@H](CCc1ccccc1)C2 the results were BRCA1 expr up 1%.
O=C(c1ccco1)N1CCN(/C=C2\Nc3ccccc3C(=O)N2c2ccc(F)cc2)CC1 was read as BRCA1 expr up 0%.
`O=C(c1ccco1)N1CCN(C2CN(Cc3ccccc3)S(=O)(=O)C2)CC1` (stereo not given) gave BRCA1 expr up -10%.
O=S(=O)(c1ccc2c(c1)OCCO2)N1CCN(c2nc(-c3cccs3)nc3ccccc23)CC1 was read as BRCA1 expr up 7%&1%.
Screening CCCCC[C@H](C)N1C[C@H](COCc2ccccc2)Oc2cc(N3CC[C@@H](N(C)C)C3)ccc2S1(=O)=O returned BRCA1 expr up -67%.
Screening CCOC(=O)Cn1c(=O)n(CC2CCCO2)c2nc(-c3ccc(OCC)cc3)nc(C(N)=O)c21 (stereo not given) returned BRCA1 expr up 1%.
For COc1ccc(-c2cc(C(F)(F)F)nc(SCC(=O)NCCc3ccc(OC)c(OC)c3)n2)cc1 the results were BRCA1 expr up -14%.
`COc1ccc(-c2nc3c4ccccc4ccn3c2Cc2ccccc2C(F)(F)F)cc1OC` gave BRCA1 expr up -8%.
Screening Cc1cccn2c3c(c(=O)nc12)C(c1cccc(F)c1)CC(=O)N3 (stereo not given) returned BRCA1 expr up 6%.
CCOC1=C2CN(S(=O)(=O)c3ccc(C)cc3)[C@H](c3ccccc3)C[C@@H]2N(S(=O)(=O)c2ccccc2)[C@H](c2ccccc2)C1 was read as BRCA1 expr up -4%.
For CCOC(=O)c1cc2c(c(-c3cccc(C#Cc4ccc(OC)c(OC)c4)c3)n1)[C@@H](CCO)N(S(=O)C(C)(C)C)C2 (stereo not given in full) the results were BRCA1 expr up 1%.
`CCCNC(=O)C1(C)CCCN(C(=O)c2cccc(OC(F)(F)F)c2)C1` (stereo not given) gave BRCA1 expr up -5%.
`O=S(=O)(NCCSc1nnnn1-c1ccccc1)c1ccc(F)cc1` gave BRCA1 expr up 4%.
`CC1(C(=O)NCC(F)(F)F)CCN1C(=O)Cc1ccc(-c2ccccc2)cc1` (stereo not given) gave BRCA1 expr up -19%.
`CCN(CC)S(=O)(=O)c1ccc2c(c1)c(=O)c(C(=O)N1CCN(c3cccc(Cl)c3)CC1)cn2C` gave BRCA1 expr up 1%.
Screening CCOc1ccccc1NC(=O)CN1C(=O)CC(c2ccco2)Sc2ccccc21 (stereo not given) returned BRCA1 expr up -64%.
Screening Cc1ccc(C(NC(=O)C2CCN(CCOc3ccc(Cl)cc3)CC2)c2ccccn2)cc1 (stereo not given) returned BRCA1 expr up -22%.
CCCCNC(=O)CSc1nc2nc(C)c(Cc3c(F)cccc3Cl)c(C)n2n1 was read as BRCA1 expr up -11%.
Screening COCCN1C(=O)CCC1(C)c1nnnn1-c1c(C)cccc1C (stereo not given) returned BRCA1 expr up 6%.
`Cc1ccc(NC(=O)C2(C)CCN2CCc2ccccc2)cc1O` (stereo not given) gave BRCA1 expr up 4%.
`Cc1cccc(C)c1NC(=O)C1(C)CCC(=O)N1CCOc1ccccc1` (stereo not given) gave BRCA1 expr up 16%.
Screening CC1=Nc2cc(C(=O)NCCc3ccc(Cl)cc3)ccc2Sc2c(C)ccc(C)c21 returned BRCA1 expr up -69%.
Screening O=S1(=O)CC(N2CCCCC2)CN1Cc1cn(Cc2ccc(F)cc2)nn1 (stereo not given) returned BRCA1 expr up 19%.
COc1ccc(NC(=O)C2CCCN(C(=O)c3cnn(-c4ccc(F)cc4)c3-n3cccc3)C2)cc1 (stereo not given) was read as BRCA1 expr up -4%.
`CNc1cccc(-c2ccc(C(=O)N3CCOCC3)cc2)n1` gave BRCA1 expr up 51%.
For CC1=C(C(=O)N(C(C)C)C(C)C)CC(CC(=O)NC2CC2)C(=O)N1CCC1=CCCCC1 (stereo not given) the results were BRCA1 expr up 8%.
For CCn1cc(C(=O)N(C)Cc2ccccc2)c(=O)c2cc(S(=O)(=O)N3CCCCCC3)ccc21 the results were BRCA1 expr up -20%.
`Cc1ccccc1Cn1c(C)c(C(=O)NCc2ccc(Cl)c(Cl)c2)sc1=O` gave BRCA1 expr up -19%.
Screening CCOC(=O)C1=CC[C@@H](c2ccccc2)N(S(=O)(=O)c2ccc(C)cc2)[C@H]1/C=C/c1ccccc1 returned BRCA1 expr up -14%.
For COc1cc(F)ccc1-c1csc(C(C)(O)c2ccccc2)n1 (stereo not given) the results were BRCA1 expr up -23%.
For CC(=O)N1CCN(/[N+]([O-])=N/Oc2ccc([N+](=O)[O-])cc2[N+](=O)[O-])CC1 the results were BRCA1 expr up -32%.
`CCCCNC(=O)CC1Nc2cc(C)c(C)cc2NC1=O` (stereo not given) gave BRCA1 expr up -13%.
For COc1ccc(C(C)=O)cc1CC1(C)C(=O)Nc2ccc(-c3ccccc3OC)cc21 (stereo not given) the results were BRCA1 expr up -11%.
For CC(C)(C)OC(=O)N1CCC(c2nnc(SCc3ccccc3F)o2)CC1 the results were BRCA1 expr up -10%.
CCN(CC)C(=O)CN1C(=O)COc2ccc(S(=O)(=O)N3CCOCC3)cc21 was read as BRCA1 expr up -3%.
For CC(=O)c1cccc(NC(=O)c2nc(-c3ccccc3)n(-c3cccc(Cl)c3)n2)c1 the results were BRCA1 expr up -6%.
For CN1OC[C@@H]2CN(C(=S)NCCc3ccccc3)[C@H](c3ccc(N4CCCCC4)cc3)C[C@@H]21 the results were BRCA1 expr up 0%.
`O=C1NC[C@H](CCCCN2C[C@H](Cc3ccccc3)N(Cc3ccccc3)C(=O)C2=O)N(CCc2ccc(O)cc2)C1=O` gave BRCA1 expr up 0%.
For CCOc1ccc(NC(=O)CC2C(=O)N(c3ccccc3)C(=O)N2C2CCCC2)cc1 (stereo not given) the results were BRCA1 expr up -4%.
CC(C)Nc1ccc(-c2nc(-c3ccco3)no2)cc1[N+](=O)[O-] was read as BRCA1 expr up 27%.
Screening CC(C)(C)S(=O)N1Cc2cc(C(=O)Nc3ccc(-c4ccccc4)cc3)nc(-c3cccc(-c4cc5ccccc5o4)c3)c2[C@@H]1CCO (stereo not given in full) returned BRCA1 expr up 11%.
CCOCCCNC(=O)c1c(NC(=O)c2nc(SCC)ncc2Cl)sc2c1CCCC2 was read as BRCA1 expr up -6%.
`CCOC(=O)c1cc(OC)c2cccc(CN3CCCC(C)(C(=O)NCCOC)C3)c2c1` (stereo not given) gave BRCA1 expr up 0%.
For O=S1(=O)N[C@H](Cc2ccccc2)COc2cccc(N3CCSCC3)c21 the results were BRCA1 expr up -4%.
Screening CCOc1ccc(-c2cn3nc(CC(C)C)sc3n2)cc1 returned BRCA1 expr up inconclusive.
For CN1CCN(C(=O)c2ccc(NC(=O)c3ccc(Br)o3)cc2)CC1 the results were BRCA1 expr up 22%.
For CC(C)C[C@H]1CN([C@@H](Cc2ccccc2)CN2CCC[C@@H]2CN2C(=O)C(=O)NC[C@@H]2Cc2ccccc2)C(=O)C(=O)N1CCc1ccccc1 the results were BRCA1 expr up -50%.

Taken from the listing for reference:
`CCOC(=O)c1cc(OC)c2cccc(CN3CCCC(C)(C(=O)NCCOC)C3)c2c1` (stereo not given) gave BRCA1 expr up 0%.
For O=S1(=O)N[C@H](Cc2ccccc2)COc2cccc(N3CCSCC3)c21 the results were BRCA1 expr up -4%.
Screening CCOc1ccc(-c2cn3nc(CC(C)C)sc3n2)cc1 returned BRCA1 expr up inconclusive.
For CN1CCN(C(=O)c2ccc(NC(=O)c3ccc(Br)o3)cc2)CC1 the results were BRCA1 expr up 22%.
For CC(C)C[C@H]1CN([C@@H](Cc2ccccc2)CN2CCC[C@@H]2CN2C(=O)C(=O)NC[C@@H]2Cc2ccccc2)C(=O)C(=O)N1CCc1ccccc1 the results were BRCA1 expr up -50%.

Back to the main list with the 6 entries that preceded the break.
CCOCCCNC(=O)c1c(NC(=O)c2nc(SCC)ncc2Cl)sc2c1CCCC2 was read as BRCA1 expr up -6%.
`CCOC(=O)c1cc(OC)c2cccc(CN3CCCC(C)(C(=O)NCCOC)C3)c2c1` (stereo not given) gave BRCA1 expr up 0%.
For O=S1(=O)N[C@H](Cc2ccccc2)COc2cccc(N3CCSCC3)c21 the results were BRCA1 expr up -4%.
Screening CCOc1ccc(-c2cn3nc(CC(C)C)sc3n2)cc1 returned BRCA1 expr up inconclusive.
For CN1CCN(C(=O)c2ccc(NC(=O)c3ccc(Br)o3)cc2)CC1 the results were BRCA1 expr up 22%.
For CC(C)C[C@H]1CN([C@@H](Cc2ccccc2)CN2CCC[C@@H]2CN2C(=O)C(=O)NC[C@@H]2Cc2ccccc2)C(=O)C(=O)N1CCc1ccccc1 the results were BRCA1 expr up -50%.
`Cc1nc(C(F)(F)F)ccc1C(=O)N1CCC1(C)C(=O)Nc1ccc2c(c1)OCO2` (stereo not given) gave BRCA1 expr up -5%.
`COc1ccc(-c2[nH][nH]c(=O)c2NC(=O)c2ccccn2)cc1` gave BRCA1 expr up 0%.
For Cc1cccc(CNC(=O)Nc2nnc([C@H]3C[C@H](O)[C@@H](CO)O3)s2)c1 the results were BRCA1 expr up 0%.
Screening c1ccc(N2CCN(c3nccn4ccnc34)CC2)nc1 returned BRCA1 expr up 2%.
`O=C(O)Cc1sc(Nc2ccc(C(=O)O)cc2)nc1-c1ccccc1` gave BRCA1 expr up 53%.
For C=C(C)Cn1c2ccc(NC(=O)NCc3ccc(F)cc3)cc2c(=O)n1C the results were BRCA1 expr up -3%.
Screening CCOC(=O)C1(C)CCN1C(=O)c1cc(F)ccc1C (stereo not given) returned BRCA1 expr up 19%.
CCN(C)C1CN(Cc2cn(Cc3ccc(C)cc3)nn2)S(=O)(=O)C1 (stereo not given) was read as BRCA1 expr up 16%.
`CCOC(=O)[C@]12CCC=C1N(Cc1cccc3ccccc13)C(=O)[C@H](CC(=O)NCc1ccc(C)o1)C2` gave BRCA1 expr up -39%.
CCOc1ccc(-n2c(SCC(=O)N3CCCC3)nc3c([nH]c4ccccc43)c2=O)cc1 was read as BRCA1 expr up -36%.
For Nc1ncnc2c1nc(Cl)n2[C@@H]1O[C@H](CO)[C@@H](O)[C@@H]1O the results were BRCA1 expr up -49%.
`O=C(NCc1ccccc1Cl)C1CCCN(C(=O)c2cnn(-c3ccccc3)c2-n2cccc2)C1` (stereo not given) gave BRCA1 expr up -22%.
Screening COc1ccc(C(N)c2csc(NC(=O)Nc3cccc(C(F)(F)F)c3)n2)cc1 (stereo not given) returned BRCA1 expr up -21%.
C=CCNc1nc(Nc2ccc(OC)c(OC)c2)c2sc(-c3ccccc3)cc2n1 was read as BRCA1 expr up 0%.
`COc1ccc(N2CCN(S(=O)(=O)c3cc(Br)cc4c3N(C(=O)C3CC3)CC4)CC2)cc1` gave BRCA1 expr up 18%.
`COc1cc2nc(NCCc3ccc(Cl)cc3)n3nc(-c4ccccc4)nc3c2cc1OC` gave BRCA1 expr up 0%.
`Cc1ccc2nc(-c3ccccc3)c(Cc3ccccc3C(F)(F)F)n2c1` gave BRCA1 expr up 2.5µM*.
Cc1ccc2nc(-c3ccc(C)c(NC(=O)COc4ccc(Br)cc4)c3)oc2c1 was read as BRCA1 expr up 23%.
For O=C(Nc1cccc(F)c1)c1ccc(-c2cccnc2)c2ccoc12 the results were BRCA1 expr up inconclusive.
Screening CCCCn1nnnc1C(c1cc2ccccc2o1)N1CCN(CC(=O)N2CCCC2)CC1 (stereo not given) returned BRCA1 expr up 0%.
For O=C(Nc1ccccc1Cl)c1cc(C2CCCCN2C(=O)CCc2ccccc2)on1 (stereo not given) the results were BRCA1 expr up 1%.
Screening COC(=O)c1ccc2nc(-c3ccc(F)cc3)c(Cc3ccccc3)n2c1 returned BRCA1 expr up 0%.
`CCN(CC)c1ccc(/C=C/C2=C3C=CC=CC3NC=C2)cc1` (stereo not given) gave BRCA1 expr up 50%.
`O=C(Nc1ccc(F)cc1)Nc1ccc2snnc2c1` gave BRCA1 expr up 3%.
CCN(C(=O)CSc1nc2ccccc2n1CC(=O)N(C)C1CCCCC1)c1ccccc1 was read as BRCA1 expr up 0%.
`CC(=O)Nc1ccc(NC(=O)CCS(=O)(=O)c2ccc3c(c2)CC(=O)N3C)cc1` gave BRCA1 expr up 5%.

An excerpt; rates above refer to the full screens.
